A549 tox: counter-screen for Nrf2 inhibitors: cytotoxicity in A549 cells. Potency, µM (doses to about 46 µM), inactives show top-dose activity change, negative = cytotoxicity, most hits filed as inhibitors. 390,000 tested, 0.16% active. A549 ARE-Fluc cells, CellTiter-Fluor viability, 18-24 h; further: on the % scale 0 is the no-effect control and ±100 the full control effect
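Cytotoxicity counterscreen: CellTiter-Fluor fluorescence was measured in A549 ARE_Fluc cells after 18-24 h of compound exposure in a concentration series. The subsequent BugLite luminescent read reports ARE-luciferase activity.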
Nrf2 activator: activates Nrf2 signaling; AREc32 ARE-luciferase reporter (MCF7-derived line), luminescence, 24 h; Potency, µM (titrated, usually from 46.1 µM), inactives show at the top dose activation, hits mostly activators; 410,000 tested, 0.31% active; further: % of control where 0% means no effect; nearly all actives have a fitted effect of over 65% in size
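Luciferase luminescence (Steady-Glo, 30 min at room temperature) served as the read-out of ARE activation in AREc32 cells treated with compounds for 24 hr at 37 deg C.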
Nrf2 block: Nrf2 pathway inhibition. A549 ARE-Fluc reporter, luciferase luminescence, 18-24 h. Potency, µM (titrated, usually from 46 µM), for inactives: top-dose activity change, negative = inhibition, actives largely listed as inhibitors. 360,000 tested, 2.1% active. AID 504444; further: on the % scale 0 is the no-effect control and ±100 the full control effect; nearly all actives have a fitted effect of over 60% in size
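In this cell-based qHTS, ARE-driven firefly luciferase in A549 cells reports Nrf2 activity; the luminescent signal after BugLite lysis is the measured value, with a prior CellTiter-Fluor read for cell health.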
MCF10A rereplic: DNA re-replication induction in MCF 10a cells; MCF 10A DNA re-replication, Hoechst nuclear intensity, 48 h; Potency, µM (series often up to 46.1 µM), for the others: at the top dose activity, positive = re-replication, most hits filed as activators; 350,000 tested, 2.9% active; AID 624296; further: % of control where 0% means no effect; nearly all actives have a fitted effect of over 50% in size
TGFb SMAD3 inh: blocks TGF-b signaling | HepG2 CAGA-GFP TGF-b/SMAD3 reporter, GFP fluorescence, 18 h; TGF-beta stimulated, 500 pg/mL final | Potency, µM (doses to about 46.1 µM), for inactives: top-dose activity, negative = inhibition, usual class: inhibitors | 410,000 tested, 1.2% active; further: on the % scale 0 is the no-effect control and ±100 the full control effect; nearly all actives have a fitted effect of over 65% in size
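Cell-based qHTS in HEPG2 carrying a CAGA-GFP Smad reporter; compounds added before 500 pg/mL final TGF-beta, 18 h incubation at 37 degrees C, GFP fluorescence quantified per cell by imaging cytometry.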
ATXN viability: viability counter-screen for ATXN expression inhibitors. S2 cells (HEK-293 line with an ATXN2-luciferase reporter) viability, CellTiter-Fluor protease fluorescence, 24 h. 400,000 tested, 0.49% active. Potency, µM (series often up to 56.7 µM), most hits filed as cytotoxic; further: nearly all actives have a fitted effect of over 40% in size
EPAC2 antag: blocks human EPAC2 exchange factor | Q8WZA2 | EPAC2 GEF exchange of Rap1B-BODIPY-GDP, fluorescence | Potency, µM (top dose mostly 114 µM), for inactives: at the highest dose activity, negative = inhibition, hits mostly inhibitors | 360,000 tested, 0.18% active | AID 720708; further: on the % scale 0 is the no-effect control and ±100 the full control effect; nearly all actives have a fitted effect of over 45% in size; many of its hits are not listed in these tables
Target sequence (Q8WZA2 whole entry, looked up): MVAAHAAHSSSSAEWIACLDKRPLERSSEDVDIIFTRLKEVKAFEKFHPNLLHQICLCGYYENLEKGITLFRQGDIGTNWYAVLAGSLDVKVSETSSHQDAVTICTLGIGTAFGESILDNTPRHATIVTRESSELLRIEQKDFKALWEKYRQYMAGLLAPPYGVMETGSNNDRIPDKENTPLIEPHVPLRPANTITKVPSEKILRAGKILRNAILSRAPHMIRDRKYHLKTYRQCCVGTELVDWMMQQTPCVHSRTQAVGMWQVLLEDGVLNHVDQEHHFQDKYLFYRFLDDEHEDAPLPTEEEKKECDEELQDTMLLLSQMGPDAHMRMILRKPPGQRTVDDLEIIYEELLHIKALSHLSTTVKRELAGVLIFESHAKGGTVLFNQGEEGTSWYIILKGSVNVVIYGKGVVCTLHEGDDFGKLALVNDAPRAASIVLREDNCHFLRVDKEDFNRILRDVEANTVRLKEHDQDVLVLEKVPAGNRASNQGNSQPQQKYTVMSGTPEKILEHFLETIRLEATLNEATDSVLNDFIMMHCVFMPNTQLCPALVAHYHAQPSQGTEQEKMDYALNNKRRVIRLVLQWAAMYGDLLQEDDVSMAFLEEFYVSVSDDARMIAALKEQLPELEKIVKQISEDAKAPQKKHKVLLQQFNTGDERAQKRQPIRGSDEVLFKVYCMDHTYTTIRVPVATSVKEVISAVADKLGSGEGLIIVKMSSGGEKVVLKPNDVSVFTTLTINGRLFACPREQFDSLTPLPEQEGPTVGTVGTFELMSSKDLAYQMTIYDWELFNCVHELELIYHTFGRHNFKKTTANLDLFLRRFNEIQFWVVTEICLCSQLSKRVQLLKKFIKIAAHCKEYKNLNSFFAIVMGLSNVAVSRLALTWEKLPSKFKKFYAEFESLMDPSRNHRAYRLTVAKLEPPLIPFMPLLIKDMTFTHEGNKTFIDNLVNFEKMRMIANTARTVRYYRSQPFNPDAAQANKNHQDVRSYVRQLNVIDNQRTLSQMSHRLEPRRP
HepG2 viability: counter-screen for TGF-b inhibitors: cytotoxicity in HepG2 cells. 410,000 tested, 0.76% active. HepG2 CAGA-GFP viability, ATP luminescence, 18 h. Potency, µM (series often up to 46.1 µM), without a hit: at the top dose activity change, negative = cytotoxicity, most hits filed as cytotoxic; further: some results filed as inactive show a strong effect at the top dose
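CellTiter-Glo luminescence gave cytotoxicity after 18 hours at 37 degrees C. The cells were HepG2 CAGA-GFP in 1% FBS DMEM, stimulated with 500 pg/mL TGF-beta after compound addition. %Activity was normalised to no-cell wells (complete cell-killing) and DMSO (no toxicity), and curves were fitted and classified.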
ATXN2 expr inh: inhibitors of ATXN2 expression. Potency, µM (top dose mostly 57 µM), inactives show top-dose activity change, negative = inhibition, most hits filed as inhibitors. 360,000 tested, 0.72% active. HEK-293 ATXN2-luciferase reporter, luminescence, 24 h; further: on the % scale 0 is the no-effect control and ±100 the full control effect; nearly all actives have a fitted effect of over 55% in size
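ATXN2-luciferase reporter cells (luciferase flanked by upstream and downstream ATXN2 gene portions) were treated 24 h at 37 °C with compounds at up to 57 uM. SteadyGlo luminescence gave expression; GF-AFC fluorescence gave viability.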
The depositor's hits bear a star; i = inactive; ? = inconclusive; nt = not tested or not shown; & = joins results of further samples; [ ] = dose if it differs, or a comment. The call rests on the fitted dose curve; in most records, active means well fitted curve in the direction sought with a large enough effect; inconclusive means small, poorly fitted or top-dose-only effect, or another doubt; inactive means no such curve, though single readings can be large; an effect the other way counts as inactive or inconclusive. Potency means the concentration at half of the fitted maximal effect. A portion of the library; the hit share may differ from the screen's.

SMILES	A549 tox	Nrf2 activator	Nrf2 block	MCF10A rereplic	TGFb SMAD3 inh	ATXN viability	EPAC2 antag	HepG2 viability	ATXN2 expr inh
c1ccc(CSc2ccc(-c3cccs3)nn2)cc1	0%	-0.1%	?	-2%	-9%	i	9%	2%	62%[activator]
COCCNc1nc(NCc2cccc(OC)c2)c2sccc2n1	nt	4.8%	nt	nt	0%	i	-2%	-75%	-22%
CC1CCN(C(=O)c2cc(-c3ccccc3O)on2)CC1	11%	0.4%	?	15%	-3%	i	-10%	-31%	95%[activator]
CCC(C)NC(=O)c1c(-c2ccccc2)c(-c2ccccc2)nn(C)c1=O (stereo not drawn)	-6%	0.6%	29%	nt	?	nt	nt	1%	nt
O=C(NCCc1ccc(Cl)cc1)c1cc2ccccn2n1	-6%	2.0%	-4%	?	-10%	i	2%	3%	13%
Cc1ccc(Sc2ccc(/C=C3/C(=O)NN(c4ccccc4)C3=O)o2)cc1	5%	-0.2%	?	5%	5%	i	-1%	4%	nt
Cc1cc(=O)n2c3ccccc3n(CC(O)CN3CCCCC3)c2c1C#N (stereo not drawn)	?	-0.2%	?	-2%	-21%	?	8%	11%	?
CCCCCc1cc(=O)oc2c(C(CCN(CC)CC)c3ccc(OC)cc3)c(OC)cc(OC)c12 (stereo not drawn)	-6%	-3.1%	-2%	?	?	32µM*	-21%	-101%	?
C=CCNC(=S)NNC(=O)c1cc(C)nc2ccccc12	-5%	0.1%	-19%	1%	-10%	i	1%	4%	0%
COc1ccc(CNC(=O)CSc2nnc3c(n2)[nH]c2ccc(C)cc23)cc1	-2%	0.1%	4%	-4%	15%	i	14%	3%	8%
Cc1cc(=O)oc2cc(OCC(=O)OCC(=O)NCCc3ccccc3)ccc12	-2%	-0.8%	12%	-2%	5%	i	-5%	19%	2%
Cc1ccc(C(=O)C2CCN(CC(=O)Nc3ccccc3C)CC2)cc1	0%	0.0%	?	?	1%	i	2%	-3%	-13%
N#Cc1ccc(-c2ccc(OCC(=O)NCC(=O)Nc3ccc(F)c(F)c3F)cc2)cc1	1%	0.5%	0%	24%	0%	i	8%	16%	-10%
Cc1nc(SCC(=O)O)c(C#N)c(C)c1CC(=O)c1ccccc1	5%	-0.1%	0%	4%	5%	i	-4%	-1%	4%
CCN1C(=O)CC(c2ccco2)Sc2ccccc21 (stereo not drawn)	-6%	3.9%	1%	6%	6%	i	1%	0%	30%[activator]
C=CCN=C(NC#N)SCc1ccccc1	0%	-0.3%	4%	2%	-14%	i	5%	-4%	5%
COc1ccc(CNC(=O)[C@H](Cc2ccccc2)NC(=O)C2CCN(C(=O)[C@H](C)N)CC2)cc1	-8%	-0.7%	5%	3%	17%	i	11%	-3%	2%
O=C(Cc1cccc(NC(=O)C2CCCN(C(=O)C3CC3)C2)c1)Nc1cccc(C(=O)N2CCCC2)c1 (stereo not drawn)	2%	-0.1%	-12%	?	32%[activator]	i	9%	27%	-9%
COc1cc(OC)c(C(=O)N2CCCC2)cc1OC	8%	-0.4%	6%	5%	7%	i	1%	18%	5%
CCn1c(SCC(=O)N2CCN(c3ccccc3)CC2)nnc1-c1c[nH]c2ccccc12	-24%	0.4%	?	16%	-13%	?	4%	-18%	-34%
CC(=O)c1ccc(N2CCC(C)CC2)c(F)c1	-2%	0.5%	?	?	-2%	i	-2%	-1%	11%
O=C(OC1CCOC1=O)C1CCN(S(=O)(=O)c2c(Cl)cccc2Cl)CC1 (stereo not drawn)	5%	1.0%	-11%	?	?	i	-13%	-40%	-5%
N#Cc1ccc(C23OCCN2CCn2nc4ccccc4c23)cc1 (stereo not drawn)	?	5.0%	6%	6%	2%	i	9%	-8%	3%
Cn1[nH]c(C(F)(F)F)cc1=O	0%	-1.0%	-17%	?	1%	i	-1%	2%	nt
CCOC(=O)C1CCN(C(=O)COC(=O)/C=C/c2ccc([N+](=O)[O-])cc2)CC1	2%	?	12%	12%	-12%	i	7%	-5%	nt

Next part, starting with the last 7 of the part before.
SMILES	A549 tox	Nrf2 activator	Nrf2 block	MCF10A rereplic	TGFb SMAD3 inh	ATXN viability	EPAC2 antag	HepG2 viability	ATXN2 expr inh
COc1cc(OC)c(C(=O)N2CCCC2)cc1OC	8%	-0.4%	6%	5%	7%	i	1%	18%	5%
CCn1c(SCC(=O)N2CCN(c3ccccc3)CC2)nnc1-c1c[nH]c2ccccc12	-24%	0.4%	?	16%	-13%	?	4%	-18%	-34%
CC(=O)c1ccc(N2CCC(C)CC2)c(F)c1	-2%	0.5%	?	?	-2%	i	-2%	-1%	11%
O=C(OC1CCOC1=O)C1CCN(S(=O)(=O)c2c(Cl)cccc2Cl)CC1 (stereo not drawn)	5%	1.0%	-11%	?	?	i	-13%	-40%	-5%
N#Cc1ccc(C23OCCN2CCn2nc4ccccc4c23)cc1 (stereo not drawn)	?	5.0%	6%	6%	2%	i	9%	-8%	3%
Cn1[nH]c(C(F)(F)F)cc1=O	0%	-1.0%	-17%	?	1%	i	-1%	2%	nt
CCOC(=O)C1CCN(C(=O)COC(=O)/C=C/c2ccc([N+](=O)[O-])cc2)CC1	2%	?	12%	12%	-12%	i	7%	-5%	nt
O=C(CC1NCCNC1=O)Nc1ccc2c(c1)OCCO2 (stereo not drawn)	-1%	-0.6%	7%	0%	-3%	i	6%	-2%	5%
Cc1nc2ccc(C(=O)c3ccccc3)cc2[nH]1	1%	0.7%	?	-1%	-7%	i	8%	-4%	39%[activator]
COc1ccc(Nc2oc(-c3ccccc3F)nc2C#N)cc1	-10%	5.0%	-18%	-1%	-7%	i	9%	8%	15%
COc1ccc(N2CCN(C3CC(=O)N(Cc4ccc(N5CCCC5=O)cc4)C3=O)CC2)cc1 (stereo not drawn)	6%	-1.5%	-4%	-2%	4%	i	0%	-32%	-5%
Cc1ccc(C(C(=O)NC2CCCC2)N(C(=O)CNC(=O)c2ccco2)c2ccccc2)o1 (stereo not drawn)	-3%	-0.2%	4%	4%	4%	i	12%	-3%	-4%
CCN(CC)S(=O)(=O)c1ccc(C(=O)N2CCN(C(=O)c3ccco3)CC2)cc1	9%	-1.0%	-3%	-1%	20%	i	-9%	0%	-1%
COCc1nnc(NC(=O)CS(=O)(=O)Cc2ccccc2)s1	-3%	0.3%	-8%	-5%	-2%	i	8%	0%	-5%
Cc1[nH]c2ccccc2c1C(=O)/C=C\c1ccccc1Cl	?	?	?	?	-13%	?	-18%	-3%	30%
O/N=C/c1ccccc1Oc1ccccc1	2%	2.6%	nt	0%	2%	i	-7%	-29%	-34%
CCCCN(C)C(=O)Cn1cnc2sc(C)c(S(=O)(=O)N3CCN(c4ccccc4OC)CC3)c2c1=O	-7%&0%	-0.4%&0.5%	18%	2%	1%&-1%	?	2%	3%&7%	-22%&4%
CCN(C(=O)CSc1nc2ncccc2[nH]1)c1ccc(C(C)C)cc1	-9%	1.6%	2%	nt	-28%	nt	nt	-30%	nt
CC(C)Oc1ccc(C2C(C(=O)c3ccco3)=C(O)C(=O)N2Cc2cccnc2)cc1 (stereo not drawn)	?	0.5%	-27%	4%	-3%	i	-5%	-14%	5%
Cc1ccc(S(=O)(=O)N2CCN(C(=O)c3ccc(Br)o3)CC2)c(C)c1	2%	0.3%	-19%	13%	13%	i	-18%	-12%	-25%
COc1ccc(NC(=O)Nc2ccccn2)cc1OC	0%	6.9%	-12%	-2%	-17%	i	4%	-1%	nt
Cc1ccc(OCC(=O)N2CC3(C)CC2CC(C)(C)C3)cc1 (stereo not drawn)	3%	0.0%	12%	29%	-7%	i	6%	-22%	1%
COc1ccc(OCC(O)CNS(=O)(=O)c2ccc(NC(C)=O)cc2)cc1 (stereo not drawn)	4%	-0.1%	3%	-2%	-23%	i	0%	-24%	2%
CSc1ccccc1NC(=O)c1ccccc1N(C)S(C)(=O)=O	-1%	-0.6%	10%	-2%	0%	i	17%	13%	3%
Cn1c(SCC(=O)N2CCc3ccccc32)nc2cccnc21	-4%	2.2%	-26%	-15%	-10%	i	5%	16%	0%

Assay outcomes (PubChem)
